mcGAS RapidFire: inhibitors of mouse cGAS; Q8C6L5; recombinant mouse cGAS, cGAMP by RapidFire MS; inhibition, % at 12.5 µM; hit rate 0.18% among 130,000; AID 1259397;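 active = inhibition of cGAS enzyme activity at or above 60%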;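 note: enzyme stimulated by 45 bp dsDNA with ATP and GTP substrates; cGAMP share of summed cGAMP plus half ATP and half GTP signals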
Target sequence (Q8C6L5 whole entry, looked up): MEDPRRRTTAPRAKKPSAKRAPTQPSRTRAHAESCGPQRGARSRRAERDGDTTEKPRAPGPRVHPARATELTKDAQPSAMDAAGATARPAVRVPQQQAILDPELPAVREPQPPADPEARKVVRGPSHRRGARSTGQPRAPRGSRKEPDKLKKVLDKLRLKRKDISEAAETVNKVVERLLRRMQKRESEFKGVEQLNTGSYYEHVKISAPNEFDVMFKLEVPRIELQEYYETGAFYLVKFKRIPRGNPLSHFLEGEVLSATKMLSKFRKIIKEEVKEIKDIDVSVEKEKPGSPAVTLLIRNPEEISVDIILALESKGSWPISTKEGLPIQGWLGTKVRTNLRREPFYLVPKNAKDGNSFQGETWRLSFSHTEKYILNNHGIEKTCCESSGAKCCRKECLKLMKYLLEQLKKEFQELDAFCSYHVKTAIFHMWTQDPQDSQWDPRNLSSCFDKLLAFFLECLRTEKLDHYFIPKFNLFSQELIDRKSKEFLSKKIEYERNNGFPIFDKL
* marks the source's active call; other numbers are inactive results; & = joins results of further samples.

structure | mcGAS RapidFire
Cc1ccccc1CN(C)Cc1nc2scc(-c3ccc(Cl)cc3)c2c(=O)[nH]1 | -2
CCCC(=O)NCCc1cc2ccc(C)c(C)c2[nH]c1=O | -7
NC(=O)C1CN(c2ccccc2S(=O)(=O)C(F)(F)F)CCO1 (stereo unspecified) | -4
OCC1CCCN(c2nc(N3CCCC3)nc(N3CCCC3)n2)C1 (stereo unspecified) | 16
Cc1ccc(S(=O)(=O)Nc2sc(C)c(-c3ccccc3)c2C(N)=O)cc1 | -14
CCOc1ccccc1N1CC(C(=O)Nc2ccc(C)cn2)CC1=O (stereo unspecified) | -8
COc1ccc(OC)c(NC(=O)C2(C)CCN2C(=O)C2CCCCC2)c1 (stereo unspecified) | -6
COc1ccc(O)c(C(=O)N(C)c2ccccc2)c1 | -6
c1cncc(-c2nc(Sc3nnnn3C3CCCC3)c3ccccc3n2)c1 | -1
COc1cccc(C(C2C(=O)N(c3ccccc3)N=C2C)C2C(=O)N(c3ccccc3)N=C2C)c1OC (stereo unspecified) | -4
CCOc1ccc(NC(=O)CCl)cc1S(=O)(=O)N1CCCCC1 | -5
C=CCn1c(SCC(=O)OC(C)(C)C)nc2scc(-c3cccs3)c2c1=O | -4
C#CCOc1cccc(C(C)NC(=O)c2c(C)noc2C(C)C)c1 (stereo unspecified) | -46
COCCNCC(=O)N(Cc1cccn1C)C1CC1 | -3
Cc1nc(NC(=O)C23CCC(C)(C(=O)C2)C3(C)C)sc1C (stereo unspecified) | 1

In the list so far, these have a thiophene ring, fused or not:
structure | mcGAS RapidFire
Cc1ccccc1CN(C)Cc1nc2scc(-c3ccc(Cl)cc3)c2c(=O)[nH]1 | -2
Cc1ccc(S(=O)(=O)Nc2sc(C)c(-c3ccccc3)c2C(N)=O)cc1 | -14
C=CCn1c(SCC(=O)OC(C)(C)C)nc2scc(-c3cccs3)c2c1=O | -4

(further entries)
structure | mcGAS RapidFire
CCOC(=O)[C@@H](CCc1ccccc1)N[C@@H](C)C(=O)N1CCC[C@H]1C(=O)O | -8
CCn1c(CN2CCCCCC2=O)n[nH]c1=S | 21
O=S(=O)(c1ccc2oc(=S)[nH]c2c1)N1CCCCC1 | -8
Cc1nnc(S(=O)(=O)CCc2ccccc2)n1C1CCCCC1 | -5
Cc1ccc(-c2ccc(=O)n(CC#N)n2)cc1C | -17
CN1CCN(C(=O)[C@@H]2C[C@H](C(=O)O)CN(Cc3ccccc3)C2)CC1 | 7
Cc1nc(S(=O)(=O)N2CC(c3cccnc3)C2)cn1C | -12
CC(=O)c1ccc(COC(=O)CCc2nc3ccccc3[nH]c2=O)cc1 | -26
Cc1c(C(C)NCc2cccn2-c2cccnc2)cnn1-c1ccccc1 (stereo unspecified) | -12
CC(=O)Nn1c(C)cc(CN2CCC(CNC(=O)C(C)(C)C)C2)c1C (stereo unspecified) | 6
COc1ccc(CC2CN(Cc3ccc(OC)c(F)c3)CCO2)cc1 (stereo unspecified) | 1
C#CCn1c(O)c(N=NC(=O)CNC(=O)c2ccco2)c2ccccc21 | -2
NS(=O)(=O)c1ccc(C(=O)NCCCn2nc(-c3ccccc3)ccc2=O)cc1 | 1
O=C1C(=Cc2ccc(Cl)c(Cl)c2)SC(=S)N1CCCN1CCOCC1 | -12
Cc1ccc(C)n1-n1cnc2sc3c(c2c1=O)CCC(C)C3 (stereo unspecified) | -10
CCCC(=O)Nc1cccc(C(=O)NC(C)Cc2cnccn2)c1 (stereo unspecified) | -20
CC(C)N1CCN(C(=O)c2ccc(NC(=O)c3cccs3)cc2)CC1 | -8
OC1(c2cccnc2)CCN(c2nccc(CCC(F)(F)F)n2)CC1 | -13
CC(=O)O[C@H]1C[C@@H]2CC[C@@H]3[C@H](CC[C@@]4(C)[C@H]3C[C@H]([N+]3(C)CCCCC3)[C@@H]4OC(C)=O)[C@@]2(C)C[C@@H]1N1CCCCC1 | -19
Cc1ccsc1C(=O)c1ccc(Cl)cc1F | -7
CN(Cc1ccsc1)C(=O)c1cnn2cc(CCO)cnc12 | -7
CN(CC1OCCc2ccccc21)C(=O)c1cc(C2CC2)[nH]n1 (stereo unspecified) | 5
FC(F)(F)c1ccnc(NC2CC3CC2C2CCCC32)n1 (stereo unspecified) | 1
COCCN(C(=O)C(C)c1cc(C)oc1C)C1CCS(=O)(=O)C1 (stereo unspecified) | -7
CN(C)c1cnn(CC(=O)NCC2(N(C)C)CCSC2)c(=O)c1 (stereo unspecified) | 3
O=C1Nc2ccccc2C1=NC1CCS(=O)(=O)C1 (stereo unspecified) | -28
Fc1cc(CN2CCN(Cc3ccccc3)CC2)c2ncccc2c1 | -6
CC1(C(=O)NCc2cccs2)CCN1S(=O)(=O)c1ccccc1 (stereo unspecified) | -7
c1ccc(C2=Nc3nnnn3C(c3ccco3)C2)cc1 (stereo unspecified) | -2
N#Cc1cnn2c(C(F)(F)F)c3c(nc12)CCCC3 | -4
Cc1ccc2nc(NCC(c3cccnc3)N3CCOCC3)cc(C)c2c1 (stereo unspecified) | -9
CSCCCNC(=O)C1CCC(=O)N(CCN2CCOCC2)C1 (stereo unspecified) | 1
O=C1OC(c2ccc(Cl)cc2Cl)=N/C1=C\c1cn(-c2ccccc2)nc1-c1ccccc1 | -6
CC(C)(C)OC(=O)N1CCCC(C(=O)NNC(=O)c2cc3c(s2)CCC3)C1 (stereo unspecified) | -18
Cc1ccc(F)cc1NC(=O)CSc1nn(C)c(=NCc2ccccc2)s1 | -10
S=c1[nH]nc(-c2ccc(Cl)cc2)n1CC1CCCO1 (stereo unspecified) | -6
CC(C)N1CCN(c2ccc(OC[C@H]3CO[C@](Cn4cncn4)(c4ccc(Cl)cc4Cl)O3)cc2)CC1 | -4
CC(C)Oc1c(NCCN(C)C)c(=O)c1=O | -21
CC1(C(=O)NS(=O)(=O)c2ccccc2C(F)(F)F)CCN1C(=O)Cc1ccsc1 (stereo unspecified) | -5
CC(=O)[C@@]1(O)CCC2C3C[C@H](C)C4=CC(=O)C=CC4(C)[C@@]3(F)[C@@H](O)C[C@@]21C (stereo partly specified) | 5
O=S(=O)(N1CCCC1)N1CCC2(CCCN(Cc3ccc(F)cc3)C2)C1 (stereo unspecified) | -11
CC(C)Sc1nc2ccccc2n2cnnc12 | -5
Cc1cccnc1CN(Cc1ccccc1)C(=O)CN1CCCN(C)CC1 | -16
CC1CCN(Cc2cccc(CNC(=O)CNC(=O)c3ccc4c(c3)OCO4)c2)CC1 | 12
COC(=O)c1cccc2c1CCN(C(=O)C1=CC(=O)CC(C)(C)O1)C2 | -1

4 entries from above, field by field.
CC(C)N1CCN(c2ccc(OC[C@H]3CO[C@](Cn4cncn4)(c4ccc(Cl)cc4Cl)O3)cc2)CC1
  mcGAS RapidFire: -4

CC(C)Oc1c(NCCN(C)C)c(=O)c1=O
  mcGAS RapidFire: -21

CC1(C(=O)NS(=O)(=O)c2ccccc2C(F)(F)F)CCN1C(=O)Cc1ccsc1 (stereo unspecified)
  mcGAS RapidFire: -5

CC(=O)[C@@]1(O)CCC2C3C[C@H](C)C4=CC(=O)C=CC4(C)[C@@]3(F)[C@@H](O)C[C@@]21C (stereo partly specified)
  mcGAS RapidFire: 5

Next results follow:
structure | mcGAS RapidFire
CC(c1nccs1)N(C)C(=O)c1ccc(C#CC(C)(C)O)o1 (stereo unspecified) | -16
Cc1[nH]c2ccccc2c1S(=O)(=O)CCNC(=O)NC1CCCCC1 | -7
CN(C)c1ccccc1NS(=O)(=O)c1cnc(Cl)n1C | -16&-1
CNC(=O)CN(C)C(=O)c1ccc(N(C)S(=O)(=O)c2ccc(C)cc2)cc1 | -3
COc1ccc(CC(=O)N2CCOC(COc3ccc4c(c3)CCCC4)C2)cc1F (stereo unspecified) | -3
Nc1nn(S(=O)(=O)c2ccccc2)cc1-c1ccc([N+](=O)[O-])cc1 | -38
COc1cccc(OCCn2c(CN(C)C(=O)c3ccco3)nc3ccccc32)c1 | -6
Cc1cccc(OCCCNC(=O)c2cccc(S(C)(=O)=O)c2)c1 | -23
COc1ccc(C2CC(c3cc(Cl)ccc3O)=NN2)cc1OC (stereo unspecified) | -10
COc1ccc(NC(=O)C2CN(C(C)=O)c3ccccc3O2)c(OC)c1 (stereo unspecified) | -5
CCOC(=O)c1cn2nc(C)nc2nc1C | 2
CC(C)c1noc(N2CC3OCCN(Cc4ccccc4)C3C2)n1 (stereo unspecified) | -50
O=C(CNC(=O)c1cccs1)NC1CCOC1c1ccccc1 (stereo unspecified) | -1
Cc1ccnc(-n2c(C)ccc2C)c1 | -6
O=C1CC(NS(=O)(=O)N2CCCC2)CN1C1Cc2ccccc2C1 (stereo unspecified) | -4
CCC(=O)Nc1ccc2c(c1)N(C(=O)Cc1cccc(OC)c1)CC2 | -5
Cc1cccn2c(=O)nc(SCC(=O)NCc3ccccc3)nc12 | 1
CC(C)(C)C(C#N)NS(=O)(=O)c1ccccc1Cl (stereo unspecified) | -6
CCCCC(=O)NC1=NC(=O)C(C)(C)S1 | -10
Cc1ccsc1CNc1cccc(C(=O)N2CCC[C@H]2C(N)=O)c1 | -5
Oc1c(C(Nc2ncccn2)c2ccc(F)cc2)ccc2cccnc12 (stereo unspecified) | -4
CC(c1ccc2ccccc2c1)N(Cc1ncc(Cl)n1C)C1CC1 (stereo unspecified) | 1
O=C(c1ccno1)N(CCCN1CCOCC1)c1nc2ccc(F)cc2s1 | -1
COC(=O)c1cnn(-c2cc(Cl)nc(SC)n2)c1N | -8
CCn1c(CN2CCC(CCC(=O)NCC3CCCO3)CC2)nc2ccccc21 (stereo unspecified) | -11
O=C(COC(=O)CNC(=O)C1CCCCC1)NC1CCCC1 | -3
Cn1c(=O)c2c(ncn2C)n(C)c1=O | -1
CCc1cn[nH]c1C1CCCN(C(=O)c2cc3sccc3[nH]2)C1 (stereo unspecified) | -13
O=C(O)CCc1nc(-c2ccccc2)c(-c2ccccc2)o1 | -4&-1&4
O=[N+]([O-])c1ccc2[nH]c(O)c(N=Nc3ccc(F)cc3)c2c1 | -4
CCC(c1nnc(SC(C)C(N)=O)n1Cc1ccccc1)N(C)C (stereo unspecified) | -4
COC(=O)c1ccc(CCNC(=O)c2cccc(CS(C)(=O)=O)c2)cc1 | -1
CCCn1c(=O)[nH]c2nc(-c3ccc(S(=O)(=O)O)cc3)[nH]c2c1=O | -2
CN(C)c1nc(N)nc(CSc2nc3c(c(=O)n(C)c(=O)n3C)n2C)n1 | -12
O=C1NC(c2ccccc2)=C(c2nc3ccccc3[nH]2)C(c2ccccc2I)N1 (stereo unspecified) | 0
Cc1nn(C(C)(C)C)c2c1C(c1cccs1)C1C(=O)CCCC1=N2 (stereo unspecified) | 5
Cc1nonc1CC(=O)N1CCCC(CCC(=O)N2CCN(Cc3ccccc3)CC2)C1 (stereo unspecified) | -4
O=S(=O)(CCn1nnc2ccccc21)NCC1CCCc2ccccc21 (stereo unspecified) | 2
O=C(CCCCCN1C(=O)C2C3C=CC(C3)C2C1=O)Nc1nncs1 (stereo unspecified) | 6
c1ccc2oc(NC3=NCN(Cc4ccc5c(c4)OCO5)CN3)nc2c1 | 1
CC1CCCC(C)N1C(=O)CN1CCC(c2ccc(O)cc2)CC1 (stereo unspecified) | -18
CN(CC(=O)N1CCCC1)c1ncnc2sc3c(c12)CCCCC3 | 3
COc1cccc(-c2cc(CNS(=O)(=O)NCc3ccccc3)on2)c1 | -8
COCCNC(=O)C1CCCN(C2CCN(C(=O)c3cccnn3)CC2)C1 (stereo unspecified) | -9
CN(c1ncccc1CNC(=O)CCN1CCCO1)C1CCCCC1 | -5

2 consecutive entries already listed:
structure | mcGAS RapidFire
O=C(CCCCCN1C(=O)C2C3C=CC(C3)C2C1=O)Nc1nncs1 (stereo unspecified) | 6
c1ccc2oc(NC3=NCN(Cc4ccc5c(c4)OCO5)CN3)nc2c1 | 1

The results go on.
structure | mcGAS RapidFire
CC/C(=N/NC(=O)Cc1ccc(Br)cc1)c1ccc(Br)s1 | -8
CCCC1(CCC)NC(=O)N(CC(=O)Nc2ccc(C)cc2C)C1=O | -2
Cn1cc(C(=O)N(CCC2=CCCCC2)CC2CC2)ccc1=O | -20
O=C(O)/C=C1/c2ccccc2CSc2ccc(Cl)cc21 | -9
c1ccc(COC2CCN(Cc3cnc(-c4ccco4)nc3)CC2)cc1 | -1
CC1CC(=O)c2cn3c(nc2C1)nc1ccccc13 (stereo unspecified) | -5
COc1ccc2nc(-n3cncn3)cc(C)c2c1 | -11
COc1ccc(OC)c(Nc2ncnc3sccc23)c1 | -4
O=C(Cc1ccncc1)N1CCc2nnc(CCc3ccccc3)n2CC1 | 10
COc1cc(=O)n(-c2ccccc2C)nc1C(=O)N1c2ccc(F)cc2CCC1C (stereo unspecified) | -35
NCCC[C@H](N)CC(=O)N[C@H]1CNC(=O)[C@H]([C@H]2C[C@H](O)N=C(N)N2)NC(=O)C(C=NC(N)=O)NC(=O)[C@H](CO)NC(=O)[C@H](CO)NC1=O (stereo partly specified) | 4
Cc1cc(C(=O)CSCc2cc(=O)n3c(C)csc3n2)c(C)n1C1CC1 | 3
O=S(=O)(NCc1ccc(OCC(F)(F)F)cc1)c1cnc[nH]1 | -10
O=C1CCc2cc(S(=O)(=O)N3CC(c4ccccn4)C3)ccc2N1 | -25
Cc1cccc(NC2=NC(=S)N(CC#N)C23CCCCC3)c1 | -8
COCc1ccccc1C(=O)Nc1cc(C(C)C)[nH]n1 | -4
CCN(Cc1nc(COC)no1)C(=O)c1ccccc1-c1ccccc1 | -13
O=[N+]([O-])c1cc(C(F)(F)F)cc([N+](=O)[O-])c1NN=C1CC2CC=CC12 (stereo unspecified) | -13
O=C(Cn1nc(-c2cccc(Br)c2)ccc1=O)NC1CCCC1 | -17

High-throughput results: PubChem BioAssay, Fisher Drug Discovery Resource Center

A portion of the library; the hit share may differ from the screen's.
